Bioassay records: PubChem BioAssay, National Center for Advancing Translational Sciences (NCATS)
ALDH1A1 block: ALDH1A1 (human) enzyme inhibition; P00352; Purified ALDH1A1, NADH fluorescence, propionaldehyde substrate; Potency, µM (doses to about 75.3 µM), for the others: top-dose activity, negative = inhibition, hits mostly inhibitors; 7.3% of 220,000 active; AID 1030; active means well fitted inhibition curve with a large enough effect, not every such curve was filed as active; inconclusive means small, poorly fitted or top-dose-only effect, or another doubt; inactive means no such curve, though single readings can be large or run the other way;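 further: plate controls were no enzyme wells and a reference inhibitor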
KDM4E inh: inhibitors of human JMJD2E histone demethylase | JMJD2E catalytic domain, FDH-coupled NADH fluorescence (FDH is formaldehyde dehydrogenase) | Potency, µM (top dose mostly 57.1 µM), for inactives: top-dose activity change, negative = inhibition, most hits filed as inhibitors | 1.6% of 230,000 active | AID 2147; active means well fitted inhibition curve with a large enough effect, not every such curve was filed as active; inconclusive means small, poorly fitted or top-dose-only effect, or another doubt; inactive means no such curve, though single readings can be large or run the other way;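 further: 0% = wells with enzyme and -100% = buffer wells without enzyme; nearly all actives have a fitted effect of over 50% in size; many of its hits are not listed in these tables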
Target sequence (B2RXH2 1-337 limits assumed): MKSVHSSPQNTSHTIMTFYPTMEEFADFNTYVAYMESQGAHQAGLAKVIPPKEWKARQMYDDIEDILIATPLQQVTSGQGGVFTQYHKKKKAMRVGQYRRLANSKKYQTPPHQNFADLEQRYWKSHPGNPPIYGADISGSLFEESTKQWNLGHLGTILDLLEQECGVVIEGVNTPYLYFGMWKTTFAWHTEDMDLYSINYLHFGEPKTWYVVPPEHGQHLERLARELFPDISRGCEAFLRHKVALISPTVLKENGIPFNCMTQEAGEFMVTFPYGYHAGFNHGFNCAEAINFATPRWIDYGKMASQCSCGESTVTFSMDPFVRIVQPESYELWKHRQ
GAA spleen mod: inhibits or activates alpha-glucosidase in human spleen homogenate; P10253; human spleen homogenate, 4-MU-alpha-glucoside fluorescence; Potency, µM (doses to about 79.9 µM), inactives show at the highest dose activity change, negative = inhibition, usual class: inhibitors; 0.006% of 240,000 active; AID 2112;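 further: 0% = enzyme with vehicle and -100% = no enzyme basal signal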
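Enzyme source: human spleen homogenate, 1 ug/well. Buffer 50 mM citric acid/K phosphate pH 5.0, 0.01% Tween-20. 4-MU-alpha-glucoside 1 mM; 37 C x 40 min; NaOH/glycine stop; fluorescence.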
GAA inh: inhibitors of human lysosomal alpha-glucosidase; purified human GAA, 4-MU-alpha-glucoside fluorescence; 0.005% of 200,000 active; Potency, µM (titrated, usually from 76.9 µM), for the others: at the top dose activity change, negative = inhibition, actives largely listed as inhibitors;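 further: plate controls were uninhibited enzyme wells for no effect and no-enzyme background for full effect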
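Human enzyme at 4 nM with 400 uM 4-methylumbelliferyl-alpha-D-pyranoside, citrate/phosphate buffer pH 5.0, 0.005% Tween-20, 20 min at room temperature. Compounds up to 77 uM. 4-MU fluorescence (Ex 365/Em 440) read after NaOH/glycine stop; AC50 from Hill fit.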
GLA spleen mod: inhibits or activates alpha-galactosidase in human spleen homogenate; AID 2107; 0.008% of 240,000 active; P06280; human spleen homogenate, 4MU-alpha-Gal fluorescence, 40 min; Potency, µM (highest dose often 80 µM), for the others: at the top dose activity change, negative = inhibition, actives largely listed as inhibitors;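 further: 0% = enzyme with vehicle and -100% = no enzyme basal signal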
Target sequence (P06280 32-429 limits assumed): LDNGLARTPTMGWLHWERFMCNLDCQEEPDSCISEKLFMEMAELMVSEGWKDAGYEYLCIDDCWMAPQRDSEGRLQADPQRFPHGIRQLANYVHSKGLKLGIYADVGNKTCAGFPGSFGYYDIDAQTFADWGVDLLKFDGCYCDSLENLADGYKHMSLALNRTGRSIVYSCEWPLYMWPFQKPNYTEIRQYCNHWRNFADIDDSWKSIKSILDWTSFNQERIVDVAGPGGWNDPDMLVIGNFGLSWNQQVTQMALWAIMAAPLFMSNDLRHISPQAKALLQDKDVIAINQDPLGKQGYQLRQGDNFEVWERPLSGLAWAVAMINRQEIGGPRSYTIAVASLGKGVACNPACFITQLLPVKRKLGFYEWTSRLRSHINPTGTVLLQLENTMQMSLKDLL
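Human spleen homogenate (1 ug) as enzyme source, 4-methylumbelliferyl-alpha-D-galactopyranoside 1 mM final, citrate/phosphate pH 5.0 with 0.01% Tween-20. Compounds 40 min at 37C, NaOH/glycine stop; fluorescence Ex 365/Em 440, Hill-fit AC50.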
GAA glycogen mod: inhibitors or activators of human alpha-glucosidase glycogen cleavage. P10253. recombinant GAA, glycogen substrate, Amplex Red glucose oxidase fluorescence. Potency, µM (top dose mostly 76.4 µM), for inactives: at the top dose activity change, negative = inhibition, hits mostly inhibitors. 0.38% of 300,000 active;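 further: 0% = full enzyme reaction and -100% = no-enzyme basal signal; the screen sought inhibitors and activators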
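qHTS, 1536-well; enzyme 4 nM final; cpd up to 77 uM; substrate bovine liver glycogen 30 ug; 50 mM citrate/phosphate pH 5.0, 0.01% Tween-20; 37 C, 40 min; Amplex Red detection 45 min RT; Hill fit → AC50.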
RGS12 GoLoco inh: inhibitors of human Gai1-RGS12 GoLoco interaction (red fluorophore). P63096. Potency, µM (highest dose often 61.6 µM), without a hit: at the highest dose activity, negative = inhibition, hits mostly inhibitors. Gai1:RGS12 GoLoco peptide FP, rhodamine, 10 min. AID 880. 0.44% of 230,000 active; active means well fitted inhibition curve with a large enough effect, not every such curve was filed as active; inactive means no such curve, though single readings can be large or run the other way; further: on the % scale 0 is the no-effect control and ±100 the full control effect; nearly all actives have a fitted effect of over 30% in size; many of its hits are not listed in these tables
Target sequence (P63096 whole entry, looked up): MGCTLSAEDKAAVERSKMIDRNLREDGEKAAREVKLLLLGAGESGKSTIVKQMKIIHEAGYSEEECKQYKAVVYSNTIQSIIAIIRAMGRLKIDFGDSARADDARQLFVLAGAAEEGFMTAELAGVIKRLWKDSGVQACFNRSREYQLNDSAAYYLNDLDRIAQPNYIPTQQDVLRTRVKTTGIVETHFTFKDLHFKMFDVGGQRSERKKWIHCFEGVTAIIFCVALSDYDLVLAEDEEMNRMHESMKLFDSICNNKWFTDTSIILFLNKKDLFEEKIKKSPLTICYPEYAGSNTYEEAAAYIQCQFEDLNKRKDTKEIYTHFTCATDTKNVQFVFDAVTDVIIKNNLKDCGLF
SMN2 splice up: SMN2 splice variant enhancement. HEK293 SMN2-luciferase splicing reporter, luminescence, 30-36 h. Potency, µM (highest dose often 46.1 µM), for the others: top-dose activity change, positive = activation, usual class: activators. 2.8% of 210,000 active; further: % of control where 0% means no effect; nearly all actives have a fitted effect of over 55% in size
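HEK293 cells carry an SMN2 minigene-luciferase reporter in which exon 7 inclusion puts luciferase in frame. Cells were seeded at 2000 cells/well, attached for 10-12 hours, then exposed to compounds for 30-36 hours at 37C before ONE-Glo luminescence.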
The depositor's hits bear a star; ? = inconclusive; . = not tested or not shown; & = joins results of further samples; [ ] = dose if it differs, or a comment. Unless noted, the call rests on the fitted dose curve; in most records, active means well fitted curve in the direction sought with a large enough effect; inconclusive means small, poorly fitted or top-dose-only effect, or another doubt; inactive means no such curve, though single readings can be large; an effect the other way counts as inactive or inconclusive. Potency means the concentration at half of the fitted maximal effect. Some of the compounds tested, so the mix of outcomes need not match the whole.

SMILES	ALDH1A1 block	KDM4E inh	GAA spleen mod	GAA inh	GLA spleen mod	GAA glycogen mod	RGS12 GoLoco inh	SMN2 splice up
O=C(CCC1=NS(=O)(=O)c2ccccc2N1)NC1CCCCCCC1	-1%	-2%	2%	2%	3%	9%	5%	7%
Nc1cc2nc3ccccc3oc-2cc1=O	?	13µM*	-7%	9%	-13%	-18%	23%	.
CN(C)c1nc(N)c(C(=O)N=C(N)N)nc1Cl	2%	-6%	-4%	.	6%	.	10%	-13%
O=C(O)c1cc(O)ccc1NC(=O)c1cccc2ccccc12	.	1%	7%	.	12%	-3%	6%	.
Cc1cccc(NC(=S)NNC(=O)c2ccccc2Br)c1	?	8%	-8%	-5%	7%	-5%	7%	13µM*
Cc1cc(CNC(=O)CC2C(=O)NCCN2Cc2ccccc2C(F)(F)F)on1 (stereo not given)	?	-9%	-5%	?	0%	7%	-10%	.
Cc1ccc(NNC(=O)c2c(F)cccc2Cl)cc1Cl	-5%	-13%	-10%	1%[15.4 µM]	0%	?	2%	.
O=C(Nc1cccc(S(=O)(=O)N2CCCCCC2)c1)c1ccc2c(c1)OCO2	-13%	5%	-4%	-10%	1%	-3%	5%	-27%
CCOC(=O)c1cccc(NC(=O)c2cccnc2)c1	-1%	3%	-1%	-8%	6%	6%	-6%	-8%
O=c1[nH]c2ccccc2n2c(-c3ccccc3)nnc12	?	?	3%	3%	3%	-6%	13µM*	-1%
Cc1cc(C)cc(NC(=S)NCCCO)c1	-1%	-1%	3%	-6%	8%	2%	7%	-3%
COc1ccccc1NC(=O)C(=N\O)/C(C)=N/O	4%	1%	13%	-7%	10%	4%	10%	-1%
Cc1cccc(C2=NN(c3ccccc3)[C@H](CO)[C@H]2c2ccc(F)cc2)c1	?	.	?	.	?	.	21%[88.7 µM]	.
O=C(NC(=S)N1CCN(Cc2ccccc2)CC1)c1ccccc1	?	-3%	2%	-3%	-18%	-13%	3%	-13%
Cc1ccc(C2=NN(Cc3nnc(-c4ccccc4)o3)C(=O)SC2)cc1	-8%	-3%	-5%	-2%	-22%	6%	-2%	-21%
Fc1cccc(-c2cc3nc(-c4ccccc4)cc(N4CCC5(CC4)OCCO5)n3n2)c1	?	?	8%	?	25%	-2%	1%	-22%
Cc1c(NC(=O)C(C)N2CC(C)OC(C)C2)c(=O)n(-c2ccccc2)n1C (stereo not given)	1%	-3%	-4%	-24%	-5%	-3%	-8%	?
CC1=CC(=NOC(=O)/C=C/c2ccccc2)C=C(C)C1=O	?	0%	-11%	-2%	-1%	3%	-2%	12%
C=CCn1c(=NC(=O)c2ccc(S(=O)(=O)N3CCc4ccccc4C3)cc2)sc2cc(S(N)(=O)=O)ccc21	?	?	-1%	15%	12%	0%	12%	-32%[inhibitor]
O=[N+]([O-])c1ccc(OCC(O)CNC2CCCC2)cc1 (stereo not given)	.	-3%	0%	.	2%	-5%	-2%	.
c1ccc2oc(Cc3ccc(Cc4nc5ccccc5o4)cc3)nc2c1	15%	-2%	0%	2%	4%	2%	7%	-82%[inhibitor]
COc1ccc(OC)c(/C=C2\SC(=S)N(N3CCOCC3)C2=O)c1	?	5%	7%	0%[15.4 µM]	0%	10%	-2%	.
NC(=O)SCC(=O)Nc1ccc(Cl)c(Cl)c1	?	-5%	-3%	0%	3%	-9%	9%	-12%
S=c1[nH]nc(-c2ccccc2)n1/N=C/C=C/c1ccco1	?	-7%	-15%	3%	-5%	-26%	13%	8%
CN1CCN(/C=N/c2c(C#N)cnn2Cc2ccccc2)CC1	-12%	-6%	-11%	-8%	18%	-13%	-26%	3%
Next compounds
SMILES	ALDH1A1 block	KDM4E inh	GAA spleen mod	GAA inh	GLA spleen mod	GAA glycogen mod	RGS12 GoLoco inh	SMN2 splice up
CCN(CC)CCn1c(=S)[nH]c2ccc(Cl)cc2c1=O	?	-3%	-7%	0%	-14%	-3%	.	.
O=C(CSc1ccc(-c2nc3ccccc3[nH]2)cn1)Nc1ccc2c(c1)OCCO2	?	.	-3%	-6%	-3%	-1%	16%	17%
O=C(CSc1nnc(CCc2ccccc2)n1-c1ccc(Cl)cc1)c1ccccc1	?	-3%	0%	-4%	1%	-3%	20%	11%
COc1ccc(/C=C/C(=O)OCC(=O)c2ccc3c(c2)NC(=O)CO3)cc1	-1%	-5%	-14%	1%	3%	-2%	8%	.
CC(C)Cn1c(CN2C(=O)c3ccccc3C2=O)nc2ccccc2c1=O	4%	-2%	8%	-3%	4%	-15%	-6%	-3%
CC(=O)c1ccc(NC(=O)C2(c3ccccc3)CC2(Cl)Cl)cc1 (stereo not given)	11%	-8%	-7%	-16%	-4%	-7%	10%	.
Cc1onc(-c2c(F)cccc2Cl)c1C(=O)ONC(=O)c1ccco1	.	?	5%	.	4%	5%	-1%	.
COc1ccc(C(=O)N/N=C/c2ccc(OC)c(OS(=O)(=O)c3ccccc3)c2)cc1	10µM*	-4%	7%	-5%	2%	1%	14%	-7%
CCn1cc(C(=O)O)c(=O)c2cnc(N3CCN(C(=S)NC(=O)c4ccc(Br)cc4)CC3)nc21	-13%	-3%	0%	0%[15.4 µM]	3%	7%	-7%	.
O=[N+]([O-])c1cc(Br)c(O)c(/C=N/Nc2nc3ccccc3s2)c1	1%	?	0%	0%	-5%	-3%	-5%	-60%[inhibitor]
CCc1ccc(Nc2nc(N)nc(CSc3nc4ccccc4s3)n2)cc1	?	6%	-3%	-8%	0%	-10%[76.3 µM]	-1%	-15%&-42%
CCOc1c(Cl)cc(CNCC(O)c2ccccc2)cc1OC (stereo not given)	15%	10%	0%	-4%	1%	-1%	0%	-15%
Cc1ccc(C(=O)/C=C/N(C)C)cn1	.	-2%	-7%	.	0%	-16%	5%	.
COc1cc(/C=C/C(=O)OCC(=O)Nc2cc(C)c(C)cc2[N+](=O)[O-])ccc1O	.	5%	-1%	.	-5%	0%	-1%	.
O=[N+]([O-])c1ccccc1/C=N/Nc1nccnc1Cl	?	5%	-18%	0%	-20%	1%	5%	22%
CC1(C)NC(=O)N(Cc2cc(=O)n3ccsc3n2)C1=O	?	?	7%	-7%	12%	6%	-2%	.
COc1cccc(-c2ccc3ncnc(NCCNC(C)=O)c3c2)c1	?	.	4%	.	7%	.	12%	.
CSc1sccc1/C=N/NC(=O)c1ccncc1	-4%	1%	-3%	-8%	2%	1%	8%	18%
O=C(COc1cccc2ccccc12)NNC(=O)CSCCO	7%	-4%	-1%	0%	-8%	-2%	-3%	13%
O=C1Nc2ccccc2/C1=C/C(=O)c1cccs1	?	-7%	-5%	-1%	-4%	-7%	2%	?
COc1ccc(C(=O)NCc2nnc(SCC(=O)Nc3ccc4c(c3)OCO4)o2)cc1	-70%	-2%	1%	-3%	10%	-2%	-6%	17%
CCCCCn1c(SCC2CCCO2)nc2cc(C(=O)N3CCC(C(N)=O)CC3)ccc2c1=O (stereo not given)	-1%	-8%	-25%	0%	7%	13%	5%	9%
N#Cc1nc(COc2cccc(Cl)c2)oc1NCCN1CCOCC1	.	1%	2%	.	7%	6%	-5%	.
COc1ccc2c(c1)C(c1ccccc1OC)CC(=O)O2 (stereo not given)	?	.	-7%[119 µM]	.	3%[119 µM]	.	4%[88.7 µM]	.
C[C@@H]1C[C@H]2[C@H]3C[C@@H](F)C4=CC(=O)C=C[C@]4(C)[C@@]3(Cl)[C@@H](O)C[C@@]2(C)[C@@H]1C(=O)COC(=O)C(C)(C)C	11%[20.9 µM]	9%[25.5 µM]	5%[29.1 µM]	.	-13%[29.1 µM]	.	-5%[21.6 µM]	-6%[20.6 µM]
Further compounds follow:
SMILES	ALDH1A1 block	KDM4E inh	GAA spleen mod	GAA inh	GLA spleen mod	GAA glycogen mod	RGS12 GoLoco inh	SMN2 splice up
O=C1C2C3C=CC(CNS(=O)(=O)c4ccccc4[N+](=O)[O-])(O3)C2C(=O)N1c1ccccc1 (stereo not given)	0.89µM*	2%	-2%	-11%	11%	-6%	-20%	18%
N#C/C(=C\c1cccnc1)C(=O)Nc1cccc2ccccc12	?	-1%	-9%	5%	-9%	10%	.	.
O=S(=O)(NC1CCCCC1Nc1ccc(Cl)cc1)c1ccccc1 (stereo not given)	14µM*	1%	-2%	?	-10%	-1%	-4%	-51%[inhibitor]
Cn1cnnc1Sc1nc2c(c(=O)n(C)c(=O)n2C)n1Cc1ccccc1Cl	-10%	-2%	2%	-6%	3%	5%	2%	1%
COc1ccccc1-c1nnc(SC)n1C	4%	5%	.	-7%	-8%	3%	-2%	5%
O=C1c2cccc3cccc(c23)C(=O)N1CC1CCN(S(=O)(=O)c2ccc(F)cc2)CC1	?	?	-2%	7%	-2%	9%	9%	-31%[inhibitor]
Cc1cccn2c(=O)c(C=O)c(N3CCSCC3)nc12	.	-6%	-9%	.	1%	3%	-1%	.
Nc1nc(NCC2CCC(CNS(=O)(=O)c3cccc4ccccc34)CC2)nc2ccccc12 (stereo not given)	?	.	2%&5%	.	-1%&27%	.	0%	.
O=C(c1ccco1)N1CCN(C(c2ccc(Cl)cc2)c2nnnn2CC2CCCO2)CC1 (stereo not given)	?	-9%	-1%	11%	8%	6%	10%	5%
Cc1ccc(N2CC(C(=O)Nc3ccccc3C(=O)NC3CCCCC3)CC2=O)cc1 (stereo not given)	-5%	?	-1%	3%	2%	4%	7%	16%
COc1ccc(Nc2nc3cc(C)ccc3cc2C#N)c(OC)c1	3%	6%	0%	9%	1%	7%	13%	10%
C/[N+]([O-])=C1\Cc2ccccc2C1=O	3.5µM*	-9%	-3%	-8%	-2%	0%	-4%	-13%
Cc1ccc(/C=N/NC(=O)c2cccc(S(=O)(=O)Nc3ccccc3Cl)c2)o1	?	-7%	-1%	-7%	5%	0%	2%	-10%[1.84 µM]
CCn1c(C)nc2cc(C(=O)NNS(=O)(=O)c3cc(Br)ccc3Br)ccc21	.	0%	0%	.	-3%	12%	86%[activator]	.
COCCNc1c([N+](=O)[O-])c(=O)n(-c2ccccc2)c2ccccc12	?	8%	-5%	-24%	-1%	1%	-4%	-5%
NC(=S)Cc1nc(-c2ccccc2)cs1	3.2µM*	-1%	0%	-3%	-5%	-5%	42%[activator]	5%
CCOc1ncccc1C(=O)OCc1nnc(-c2ccccc2)o1	6%	5%	-13%	6%	-8%	-3%	1%	13%
